PriA SSB inh: inhibitors of Klebsiella pneumoniae PriA binding to SSB C-terminal tail, primary screen, biochemical, AlphaScreen; PriA–SSB C-terminal tail interaction (Klebsiella pneumoniae); AlphaScreen SSBct-PriA binding, biotinylated peptide; inhibition, % at 33 µM; actives 0.6% (n = 430,000); in the data active means inhibition mostly above about 37%, no sharp cut-off; inactive means mostly below about 20%;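 further: plate controls were negative control peptide for no effect and reference peptide for full effect; strong numbers were not always called active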
The depositor's hits bear a star; i = inactive; & = joins results of further samples.

SMILES	PriA SSB inh
COc1ccc2c(=O)c(Oc3ccc(C(=O)N4CCC(C(N)=O)CC4)cc3)c(C)oc2c1	-13
O=S(=O)(c1cccnc1)N1CCC(Cn2c(COc3ccccc3)nc3ccccc32)CC1	-25
O=C(NCCn1nc(-n2cncn2)ccc1=O)c1ccc2noc(-c3ccccc3)c2c1	-15
Nc1c(C(=O)Nc2ccc(S(N)(=O)=O)cc2)sc2nc(-c3ccccc3)cc(C(F)(F)F)c12	-6&-7
O=C(Nc1cccnc1)NC1CC(=O)N(c2ccccc2)C1 (configuration not stated)	11
CN(C1CCCC1)S(=O)(=O)c1ccc(C(=O)Nc2c(C(N)=O)oc3ccccc23)cc1	9
O=C(CSc1ncnc2c1cnn2-c1cccc(Cl)c1)Nc1ccc(Br)cc1	-21
COc1ccc(Cc2nnc(C3CCN(S(=O)(=O)c4ccccc4)CC3)s2)cc1	12
Cn1nc(CNS(=O)(=O)C2CC2)c2ccccc2c1=O	-3
CS(=O)(=O)c1ccccc1NC(=O)C12CC3CC(CC(C3)C1)C2	-7
Cn1ccnc1N1CCN(C(=O)c2cnccn2)CC1	-7
O=C(N=Nc1c(O)[nH]c2ccc(Br)cc12)c1cc(C23CC4CC(CC(C4)C2)C3)[nH]n1	12
O=C(NCC#CCN1CCOCC1)NC(c1ccccc1)c1ccccc1	-6
O=C(Cc1cc(=O)[nH]c(SCc2cccc(Cl)c2)n1)NC1CCCC1	-8
O=S(=O)(c1cccs1)N1CCCC(C(F)(F)F)C1 (configuration not stated)	-9
O=C(Cn1cc(S(=O)(=O)c2ccc(F)cc2)c2ccccc21)N1CCOCC1	10
O=C(Nc1ccc(Cl)c(Cl)c1)N1CCC(c2ccsc2)CC1	-24
O=C(NCC(=O)N1CCN(Cc2ccccc2)CC1)C1CCCCC1	7
O=C1C(O)C(O)C(=O)N1Cc1ccccc1 (configuration not stated)	-8
O=S(=O)(c1ccc2ccccc2c1)N1CCN(c2ccc(NCC3CCCO3)nn2)CC1 (configuration not stated)	8
CN(Cc1ccccc1)C(=O)c1ccc(-n2cccn2)nn1	-9
Cc1ccc(-c2ccc(CCC(=O)Nc3ccc4oc(=O)ccc4c3)o2)cc1	-17
CN(C)C=NC(=S)Nc1ccc(Cl)cc1	-21
O=C(O)CN(Cc1ccccc1)Cc1ccccc1	-5
COc1ccc(CCS(=O)(=O)NCC2(OC)Cc3ccccc3C2)cc1	-8
COc1ccc([Se][Se]c2ccc(OC)cc2[N+](=O)[O-])c([N+](=O)[O-])c1	12
O=C(Nc1nnc(Cc2cccs2)o1)c1cccs1	29
Cc1ccc(-c2nnc(NC(=O)CN3C(=O)CCC3=O)o2)cc1C	7
O=C(Nc1ccc2c(c1)CN(C(=O)c1ccco1)CC2)c1ccc(-c2ccsc2)cc1	-17
COC(=O)Cn1c(=NC(=O)c2ccc3ncsc3c2)sc2cc([N+](=O)[O-])ccc21	-20
CCC(=O)Nc1ccc(S(=O)(=O)NC[C@@H](c2cccn2C)N2CCOCC2)c(C)c1	-10
O=C(CCCSc1ccc(F)cc1)Nc1nnc(-c2ccc3c(c2)CCCC3)o1	8
CC(C)c1cc(=O)[nH]c(-n2nc(-c3cccs3)cc2NC(=O)CCCc2ccccc2)n1	-20
O=C(Cc1c[nH]c2ccccc12)NCc1nnc2ccc(-c3cccs3)nn12	-4
O=C(c1ccccc1C(F)(F)F)N1Cc2cncnc2C1	-10
COc1ncc(NC(=O)C2CC2)cn1	-14
CC(C)(Oc1ccc(Cl)cc1)C(=O)NCc1nnnn1C1CCCCC1	-6
Cn1cc(C(=O)OC2CN(c3nc4c(C(F)(F)F)cccc4s3)C2)nn1	-15
CC1CCCN(S(=O)(=O)c2ccc(C(=O)Nc3ccc(S(C)(=O)=O)cc3)cc2)C1 (configuration not stated)	2
COc1ccc(N(C)c2nnc(-c3ccc(NC(=O)c4ccc5c(c4)OCO5)cc3)s2)cc1	-8
COc1ccc(NC(=O)C2CC(=O)NC(=N/N=C/c3ccccc3)S2)cc1 (configuration not stated)	i
NNC(=O)CCCc1nc2ccccc2s1	-16
CN1CCc2cc(C(CNS(=O)(=O)c3ccc4c(c3)OCCO4)N3CCOCC3)ccc21 (configuration not stated)	15
O=C(Nc1cc(-n2ccc3ccccc32)ncn1)c1cnccn1	-18
O=C(CC1CCCCN1S(=O)(=O)c1ccc(Cl)cc1)NCc1c(F)cccc1F (configuration not stated)	-10
CCC(=O)Nc1ccc(C(=O)NCCNS(=O)(=O)c2ccc(C)cc2OC)cc1	-14
O=[N+]([O-])c1ccc(-c2ccc(C(=S)N3CCN(Cc4ccccc4)CC3)o2)c(Cl)c1	27
COc1ccc(S(=O)(=O)N2CCCCC2CC(=O)NCCc2ccc(Cl)cc2)cc1 (configuration not stated)	7
Cc1ccc(NC(=O)CSc2nc3c(sc(=S)n3-c3ccc(Cl)cc3)c(=O)[nH]2)cc1F	10
Cc1noc(C)c1S(=O)(=O)N1CCC(c2nnc(-c3ccc(F)cc3)o2)CC1	3
CCOc1ccc(Cl)cc1C=NNC(N)=O	2
O=C(c1c[nH]c2ccc(S(=O)(=O)N3CCOCC3)cc2c1=O)N1CCN(c2ccccc2F)CC1	-1
O=C(NN=Cc1ccncc1)c1ccccc1[N+](=O)[O-]	-3
COc1cccc(CNC(=O)CC2CSc3nc(C(C)C)cc(=O)n32)c1 (configuration not stated)	-3
CN(C)c1ccc(NC(=O)CC2CCCCN2S(=O)(=O)c2ccccc2)cc1 (configuration not stated)	53
CC(=O)c1cccc(NC(=O)CSc2ncc(-c3ccccc3)[nH]2)c1	24
COc1cc2nc[nH]c2cc1OC	-1
CCc1cccc2sc(N3CCN(C(=O)C4CCCN4S(=O)(=O)c4ccc(Cl)s4)CC3)nc12 (configuration not stated)	3
CCOC(=O)C(C)Sc1ccc2nnc(-c3ccccn3)n2n1 (configuration not stated)	76*
O=C(NCc1ccco1)c1n[nH]nc1Nc1cccc(F)c1	-3

Later entries
SMILES	PriA SSB inh
Cn1cnc(S(=O)(=O)NCC2CCN(C(=O)c3ccoc3)CC2)c1	-6
CCOC(=O)N1CCN(C(=O)Cc2cc(=O)oc3cc(C)ccc23)CC1	1
COc1ccc2c(c1)-c1nc(N=Cc3cccc(OC)c3O)sc1CC2	29
CCOC(=O)c1[nH]c2ccccc2c1NC(=O)Cc1cccc2ccccc12	-12
CC(C)(CO)NC(=O)Cc1ccc(NC(=O)NC(c2ccccc2)c2ccccc2)cc1	-16
COc1cccc(-c2csc(N)n2)c1	11
Cc1csc(C(=O)Nc2cnn(C3CCOCC3)c2)c1	-18
Nc1nc(SCC(=O)c2cccc(Cl)c2)n[nH]1	-7
CCCOc1ccc(S(=O)(=O)Nc2ccc(CC(=O)N3CCCC3)cc2)cc1	-3
CCNN=C(Cc1nc2ccccc2[nH]1)c1ccccc1	0
O=C(NCCN1CCOC(c2ccccc2)C1)c1c(F)cccc1Cl (configuration not stated)	-2&3
O=C(c1ccc2c(c1)OCO2)N(CCn1cccn1)c1nc2ccccc2s1	-12&0
Cc1ccc2nc(C(C#N)=NO)[nH]c2c1	-15
N#CCCN1CCN(C2=NC(=O)/C(=C\c3ccc(-c4cccc(C(F)(F)F)c4)o3)S2)CC1	-10
O=C(CCc1csc(NC(=O)c2ccco2)n1)NCc1cccs1	-19
O=C(NCCn1ncc2c(=O)n(Cc3ccc(Br)cc3)cnc21)c1ccc([N+](=O)[O-])o1	3
O=C(N/N=C/C=C/c1ccco1)C1COc2ccccc2O1 (configuration not stated)	i
CCc1ccc(-n2cc(C(=O)OCc3cc(=O)n4ccccc4n3)c3ccccc3c2=O)cc1	-6
CC(=NNC(=O)CNC(=O)c1cccs1)c1ccc(Cl)c(Cl)c1	7
O=C(Nc1ccc2oc(=O)ccc2c1)c1ccc2c(c1)OCCO2	7
COc1ccc(C(=O)CN2CCC(c3nnc(C(C)C)o3)CC2)cc1	-11
O=C(C1CCCCC1)N1CCN(c2ccc(-c3ccccc3)nn2)CC1	2
O=C(CCC1CCCCC1)NCCn1ncc2c(N3CCN(Cc4ccccc4)CC3)ncnc21	-12
O=C(COc1coc(CN2CCc3ccccc3C2)cc1=O)NCc1ccco1	3
O=C(NCc1cccnc1-c1cccs1)Nc1ccccc1C(F)(F)F	-5
COc1ccc(C=NN=C2NC(=O)C(CC(=O)NC(C)C)S2)cc1 (configuration not stated)	-11
O=C(NCCOCCO)C(=O)Nc1c2c(nn1-c1ccc(F)cc1)CS(=O)(=O)C2	-8
Cc1ccc(S(=O)(=O)Cn2cncn2)cc1	-24
CCc1nc(-n2cccc2)sc1C(=O)Nc1ccc(OC)c(OC)c1	22
CCOc1cc(C=NNC(=O)C(=O)NC)cc(Br)c1O	-7
Cc1cccc(-n2ncc3c(=O)n4c(nc32)SCC4CC(=O)NCc2ccco2)c1 (configuration not stated)	13
CCc1ccccc1NC(=O)CSc1nc2c(sc(=S)n2-c2ccc(Cl)cc2)c(=O)[nH]1	-1
O=C(CCNCCO)c1ccccc1	-8&1
O=C(/C=C/c1ccco1)C1=C(O)C(=O)N(CCCN2CCOCC2)C1c1ccco1 (configuration not stated)	1
CCCc1ccc(S(=O)(=O)NCC2CCN(Cc3ccco3)CC2)cc1	-9
Cn1nnn(-c2ccc(NC(=O)c3cc4ccccc4o3)cc2)c1=O	-3
COc1ccc(Cl)cc1C(=O)NCCNc1cc(N2CCOCC2)nc(C)n1	-10
O=C(c1ccccc1Cl)c1cc(Cl)ccc1NC(=O)c1cc(Cl)sc1Cl	9
C=CCn1c(SCC(=O)Nc2cc(C)on2)nc2sc3c(c2c1=O)CCC3	11
COc1ccc(CCNC(=O)CS(=O)(=O)c2ccc(Br)s2)cc1OC	-18&-16

Brought forward from above: seven compounds; new compounds follow.
SMILES	PriA SSB inh
O=C(/C=C/c1ccco1)C1=C(O)C(=O)N(CCCN2CCOCC2)C1c1ccco1 (configuration not stated)	1
CCCc1ccc(S(=O)(=O)NCC2CCN(Cc3ccco3)CC2)cc1	-9
Cn1nnn(-c2ccc(NC(=O)c3cc4ccccc4o3)cc2)c1=O	-3
COc1ccc(Cl)cc1C(=O)NCCNc1cc(N2CCOCC2)nc(C)n1	-10
O=C(c1ccccc1Cl)c1cc(Cl)ccc1NC(=O)c1cc(Cl)sc1Cl	9
C=CCn1c(SCC(=O)Nc2cc(C)on2)nc2sc3c(c2c1=O)CCC3	11
COc1ccc(CCNC(=O)CS(=O)(=O)c2ccc(Br)s2)cc1OC	-18&-16
O=C(COc1ccc(Cl)cc1Cl)N1CC(N2C(=O)C3CC=CCC3C2=O)C1 (configuration not stated)	-12
O=C(CSc1c[nH]c2ccccc12)NCCc1ccccc1	-3
COc1ccc(Cn2cnc3c4ccccc4n(CC(=O)Nc4cccc(C(C)=O)c4)c3c2=O)cc1	-8
CN(C)S(=O)(=O)c1ccc(C(=O)NCc2nnc(SC/C=C/c3ccccc3)o2)cc1	-3&2
O=C(CSc1nc2sc3c(c2c(=O)n1-c1ccccc1)CCC3)NCc1ccc2c(c1)OCO2	-1
COc1ccc(Cl)cc1NC(=O)NCCNc1ccc(-n2cccc2)nn1	-17
NC(=S)NN=Cc1ccccc1OCc1cccc(Cl)c1	-21
O=C(NCc1ccccc1Cl)C(=O)NC[C@@](O)(c1cccs1)C1CC1	-6
CS(=O)(=O)N1C2CCC1CC(NC(=O)c1ccc(-n3cccc3)cc1)C2 (configuration not stated)	5
O=C(c1ccccc1F)N1CCC(c2nnc(C3CC3)s2)CC1	4
CCN(CC)Cc1c(C(=O)NN=Cc2cccnc2)nnn1-c1nonc1N	-4
CCn1cc(C=NNC(=O)c2c[nH]c3ccccc23)c(C)n1	-8
COC(=O)c1c(-c2cccs2)csc1NC(=O)c1cc(OC)c(OC)c(OC)c1	1
CC(=O)c1cccc(S(=O)(=O)NCCc2csc(-c3ccc(C(F)(F)F)cc3)n2)c1	-14&-11
COc1ccccc1N1CCN(CCNC(=O)COc2ccccc2F)CC1	6
Cc1oc2nc(SCC(=O)Nc3nccs3)nc(NC(=O)c3ccccc3)c2c1C	-18
COc1ccc(Cl)cc1NC(=O)c1nn(-c2ccc(F)cc2)cc1OC	-11
O=C(Cc1cc(-c2cccs2)on1)NCCCn1ccnc1	10
COc1ccc2c(c1)CCC[C@@]2(O)CNC(=O)c1noc2c1CCCC2	-7
Cn1cccc1C(O)CCNS(=O)(=O)c1ccc2c(c1)CCO2 (configuration not stated)	-10
CCOc1cccc2sc(-n3nc(C)cc3NC(=O)CCCS(=O)(=O)c3ccc(C)cc3)nc12	-10
CS(=O)(=O)c1ccc(NC(=O)c2ccc(Cl)c(S(=O)(=O)N3CCCCC3)c2)cc1	-2
O=C(NCc1cc(-c2cc3ccccc3o2)on1)c1nc2ccccc2s1	-11
O=C(Cc1cccc2ccccc12)NCCn1ccc(C(F)(F)F)n1	8
COc1ccc(C(F)(F)F)cc1NC(=O)CCCn1nc(-c2ccc(F)cc2)ccc1=O	-5&-3
COc1ccnc2c1c(=O)n(Cc1cccc3ccccc13)c(=O)n2C	0
COc1cccc2cc(C(=O)Nc3ccc4c(c3)CC(=O)N4)oc12	-4
COc1cccc(-c2nnc3ccc(OCCNC(=O)c4ccc(F)c(F)c4)nn23)c1	-16
Cc1ccc(NCCNC(=O)C(C)(C)C)nn1	10
COc1ccccc1Cn1c(=S)[nH]c2cc(C(=O)N3CCCCC3)ccc2c1=O	8

5 of the compounds above, in CSV form:
structure,PriA SSB inh
CCOc1cccc2sc(-n3nc(C)cc3NC(=O)CCCS(=O)(=O)c3ccc(C)cc3)nc12,-10
CS(=O)(=O)c1ccc(NC(=O)c2ccc(Cl)c(S(=O)(=O)N3CCCCC3)c2)cc1,-2
O=C(NCc1cc(-c2cc3ccccc3o2)on1)c1nc2ccccc2s1,-11
O=C(Cc1cccc2ccccc12)NCCn1ccc(C(F)(F)F)n1,8
COc1ccc(C(F)(F)F)cc1NC(=O)CCCn1nc(-c2ccc(F)cc2)ccc1=O,-5&-3

Source: PubChem BioAssay (Small Molecule Screening Facility, UW Madison)

This is a subset; rates above refer to the full screens.
